Assay outcomes (PubChem)
SMN2 splice up: enhancers of SMN2 splice variant expression; HEK293 SMN2-luciferase splicing reporter, luminescence, 30-36 h; Potency, µM (highest dose often 46.1 µM), without a hit: at the top dose activity change, positive = activation, actives largely listed as activators; 2.8% of 210,000 active; further: % of control where 0% means no effect; nearly all actives have a fitted effect of over 55% in size
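qHTS luciferase splicing reporter: luminescence rises when SMN2 exon 7 is included in transfected HEK293 cells. Compound exposure lasted 30-36 h at 37C, with 4.5 mM final sodium butyrate as control, followed by a ONE-Glo read.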
GAA glycogen mod: GAA glycogen-cleavage inhibition or activation; recombinant GAA, glycogen substrate, Amplex Red glucose oxidase fluorescence; 0.38% of 300,000 active; AID 2100; Potency, µM (series often up to 76.4 µM), inactives show at the top dose activity change, negative = inhibition, hits mostly inhibitors;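 further: 0% = full enzyme reaction and -100% = no-enzyme basal signal; the screen sought inhibitors and activators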
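Natural-substrate format: glycogen cleavage by 4 nM human enzyme, glucose read by Amplex Red coupling (Ex 573, Em 610 nm). Normalized to enzyme and no-enzyme controls.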
Numbers without * were called inactive; ? = inconclusive; & = joins results of further samples; [ ] = dose if it differs, or a comment. The call rests on the fitted dose curve; in most records, active means well fitted curve in the direction sought with a large enough effect; inconclusive means small, poorly fitted or top-dose-only effect, or another doubt; inactive means no such curve, though single readings can be large; an effect the other way counts as inactive or inconclusive. Potency means the concentration at half of the fitted maximal effect. Not all compounds are listed. The share of hits here may be higher or lower than overall.

SMILES	SMN2 splice up	GAA glycogen mod
COc1ccc(-c2nc(S(=O)(=O)c3ccc(C)cc3)c(NCc3ccccc3)o2)cc1	1%	14%[76.3 µM]
CCc1ccc(-c2nc(CSCC(=O)N3CCN(c4ccc(F)cc4)CC3)c(C)o2)cc1	4%	18%[76.3 µM]
O=S(=O)(Nc1ccc(Cl)cc1)c1cccc(S(=O)(=O)c2ccc(Cl)c(Cl)c2)c1	-5%	-13%[76.3 µM]
Cc1cccc(OCC(=O)Nc2cccc(-c3nc4ccccc4s3)c2)c1	3.2µM*	-8%[76.3 µM]
CCOc1ccccc1CNC(=O)c1ccc2c(c1)N(Cc1ccc(C)cc1)CCS2	-15%	6%[76.3 µM]
CCOC(=O)c1ccc(N2C(=O)c3[nH]nc(-c4ccc(C)cc4)c3C2c2ccc(O)c(OCC)c2)cc1 (configuration not stated)	-33%[inhibitor]	0%[76.3 µM]
COc1ccccc1C1NC(=O)c2n[nH]c(-c3cccs3)c21 (configuration not stated)	-4%	-5%[76.3 µM]
CCC(C(=O)NCCC(C)C)N(C(=O)Cn1nnc(-c2ccc(C)cc2)n1)c1cccc(O)c1 (configuration not stated)	-23%	12%[76.3 µM]
CC(C)(C)c1ccc(NC(=O)CSc2nnc3scc(-c4ccccc4)n23)cc1	-3%	13%[76.3 µM]
COc1cc(NC(=O)Cn2c(=O)n(Cc3ccccc3Cl)c(=O)c3cc(OC)c(OC)cc32)cc(OC)c1	-2%	-2%[76.3 µM]
CCOC(=O)c1cnc2c(C(F)(F)F)cccc2c1Nc1cccc(C(=O)OC)c1	-19%	7%[76.3 µM]
COc1ccccc1Cc1nc2ccccc2[nH]c1=O	4%	8%[76.3 µM]
CCCN(CCC)C(=O)Cn1nnc2sc(-c3ccccc3)cc2c1=O	-6%	18%[76.3 µM]
O=C(c1ccc2c(c1)CCN2S(=O)(=O)c1ccccc1)N1CCN(c2ccc(F)cc2)CC1	-42%[inhibitor]	-1%&-14%[76.3 µM]
CCOC(=O)c1c(-c2ccccc2)oc2ccc(NS(=O)(=O)c3ccc(OC)cc3)cc12	0%	2%[76.3 µM]
COc1ccccc1NC(=O)CSc1nc2c(oc3ccccc32)c(=O)n1-c1ccc(C)cc1	-8%	-7%[76.3 µM]
COc1ccc(NC(=O)c2nc(SCc3ccccc3F)ncc2Cl)cc1	0%	17%[76.3 µM]
COc1cc2[nH]c(=O)n(CCCCCC(=O)NCCc3ccccc3)c(=O)c2cc1OC	4%	9%[76.3 µM]
COc1ccc(C(=O)OC2=C(C(=O)c3ccccc3)N(C)S(=O)(=O)c3ccccc32)cc1OC	-5%	3%[76.3 µM]
CC(=O)Nc1ccc(S(=O)(=O)NC2=NCN(CCO)CN2)cc1	-3%	2%[76.3 µM]
Nc1cc(=O)nc(SCC(=O)Nc2ccc(F)cc2)n1-c1ccccc1Cl	0%	12%[76.3 µM]
Cc1cc2nc(-c3ccc(NC(=O)c4ccccc4F)cc3)oc2cc1C	11%	13%[76.3 µM]
CCOC(=O)c1sc(NC(=O)c2nc3nc(C)cc(C(F)F)n3n2)c(C(=O)OC(C)C)c1C	-7%	-10%[76.3 µM]
CC(C)n1c(SCC(=O)Nc2ccc(F)cc2)nc2c(oc3ccccc32)c1=O	3%	14%[76.3 µM]
Cc1ccc(CNC(=O)CCCCCn2c(=O)c3sccc3n(CC(=O)N(C)c3ccccc3)c2=O)cc1	-6%	8%[76.3 µM]
Cc1ccccc1Cn1c(=O)n(CCCCC(=O)NCc2ccccc2Cl)c(=O)c2ccccc21	5%	-7%[76.3 µM]
CCc1ccc(NC(=O)c2cc(=O)c3ccc(C)c(C)c3o2)cc1	2%	-1%[76.3 µM]
Cc1ccccc1C(=O)Nc1cc(C)c(O)c(-c2nc3ccccc3o2)c1	5%	-17%[76.3 µM]
CCS(=O)(=O)N1N=C(c2ccc(C)cc2)CC1c1cc2ccc(OC)cc2nc1Cl (configuration not stated)	-5%	-19%[76.3 µM]
Cc1ccc(Nc2c(-c3ccc(C)cc3)nc3c(C)cccn23)cc1	-2%	?
CCOC(=O)c1ccc(NC(=O)c2ccc3c(c2)CCN3S(=O)(=O)c2ccc(Cl)cc2)cc1	9%	-7%[76.3 µM]
COCCNC(=O)CCc1c(C)nc2c(c(C)nn2-c2ccc(C)cc2)c1C	0%	4%
COc1ccccc1NC(=O)C1=C(C)Nc2nc(SCc3ccccc3)nn2C1c1cccc(O)c1 (configuration not stated)	21%	-12%[76.3 µM]
O=C(Nc1nc2ccc(F)cc2s1)c1nc(S(=O)(=O)Cc2ccccc2F)ncc1Cl	12%	-15%[76.3 µM]
Cc1sc2c(c1C)c(=O)n(-c1cccc(C(F)(F)F)c1)c(=O)n2Cc1ccc(F)cc1	1%	0%[76.3 µM]
COc1ccc(OC)c(CNc2ncnc3onc(-c4ccc(Cl)cc4)c23)c1	-4%	5%[76.3 µM]
Cc1ccc(NC(=O)CCc2c(C)nc3nc(C)nn3c2C)c(Cl)c1	-9%	-3%[76.3 µM]
Cc1ccc(C(=O)Nc2c(-c3ccccc3)nc3ccccn23)cc1C	-7%	-6%[76.3 µM]
CCOc1ccc(CCNC(=O)c2cc3cc4ccc(OC)cc4nc3s2)cc1OCC	5%	2%[76.3 µM]
CCN(CC)c1ccc2cc(-c3nnc(-c4cccc(Cl)c4)o3)c(=O)oc2c1	-6%	13%[76.3 µM]
CCOc1ccc(OCC)c(NC(=O)c2ccc(-c3ccccc3)s2)c1	4%	6%[76.3 µM]
COC(=O)c1cc2sccc2n1Cc1nc(-c2ccc(C)cc2)oc1C	-27%	16%[76.3 µM]
COc1ccc(C(C)NC(=O)CN(c2cc(OC)ccc2OC)S(=O)(=O)c2ccccc2)cc1 (configuration not stated)	-5%	-14%[76.3 µM]
CC(C)(C)c1ccc(C(=O)Nc2ccc(-c3nc4cc(Cl)ccc4o3)cc2)cc1	-12%	14%[76.3 µM]
Cc1ccc(Cl)cc1N1CCN(CCCNc2ncnc3onc(-c4ccc(Cl)cc4)c23)CC1	-6%	-2%[76.3 µM]
c1ccc(CNc2nc3c(-c4ccccc4)nnn3c3ccccc23)cc1	0%	4%[76.3 µM]
CCOc1ccc(C(=O)Nc2ccc(NC(=O)c3ccccc3)cc2)cc1Br	-6%	-6%&-3%[76.3 µM]
CCOC(=O)c1c(-c2ccc(OC)c(OC)c2)csc1NC(=O)c1ccccc1F	5%	-6%[76.3 µM]
COc1ccc(C2CC(=O)N3CN(C4CCCCC4)CSC3=C2C#N)cc1 (configuration not stated)	?	-25%[76.3 µM]
CCC(=O)N1CCc2cc(Br)cc(S(=O)(=O)N3CCN(c4ccc(C)cc4)C(C)C3)c21 (configuration not stated)	9%	-2%[76.3 µM]
CCc1ccc(Nc2cc(C)nc3nc(Cc4ccc(Cl)cc4)nn23)cc1	-26%	-1%[76.3 µM]
CCCCOC(=O)c1ccc(-n2nnc3c(sc4nc(C)cc(C)c43)c2=O)cc1	18%	-3%[76.3 µM]
CCCOc1ccc(C2c3c(oc4ccccc4c3=O)C(=O)N2c2ccc(C)cn2)cc1OCC (configuration not stated)	1%	-6%[76.3 µM]
COC(=O)c1c(N)n(-c2ccc(OC)c(Cl)c2)c2nc3ccccc3nc12	6%	-11%[76.3 µM]
Cc1cccc(N(C)C(CNS(=O)(=O)c2ccccc2)c2ccccc2)c1 (configuration not stated)	2%	-14%[76.3 µM]
CCOC(=O)N1CCc2c(sc3c2c(=O)n(-c2ccc(CC)cc2)c(=O)n3Cc2ccc(F)cc2Cl)C1	-15%	-10%[76.3 µM]
CCOC(=O)c1ccc(N2C(=O)c3n[nH]c(-c4cccs4)c3C2c2ccc(C)cc2)cc1 (configuration not stated)	-35%[inhibitor]	7%[76.3 µM]
CCCCNC(=O)CCc1c(C)nc2cc(-c3ccccc3)nn2c1C	20%	-5%[76.3 µM]
COc1ccc(-c2nc3ccccc3o2)cc1NC(=O)COc1ccc(C(C)(C)C)cc1	5µM*	-11%[76.3 µM]
CCc1ccccc1NS(=O)(=O)c1ccc2nc(-c3ccccc3)[nH]c2c1	-8%	12%[76.3 µM]

Whole records from above. Order of screens: SMN2 splice up | GAA glycogen mod
`CCCCNC(=O)CCc1c(C)nc2cc(-c3ccccc3)nn2c1C` is entered as 20% | -5%[76.3 µM]
`CC(C)(C)c1ccc(C(=O)Nc2ccc(-c3nc4cc(Cl)ccc4o3)cc2)cc1` is entered as -12% | 14%[76.3 µM]

(list continues)
SMILES	SMN2 splice up	GAA glycogen mod
CCOC(=O)c1cc2c(=O)n3ccccc3nc2n(Cc2ccco2)c1=NC(=O)c1ccc(C(C)(C)C)cc1	-8%	-29%[76.3 µM]
CN(C)S(=O)(=O)N(CC(=O)Nc1ccc(C(F)(F)F)cc1)c1ccccc1	-22%	6%[76.3 µM]
CCOc1ccc(-c2cn3c(n2)sc2cc(C(=O)NC(C)C45CC6CC(CC(C6)C4)C5)ccc23)cc1 (configuration not stated)	?	-5%[76.3 µM]
Cc1ccc(C(=O)c2oc3ccccc3c2NC(=O)Cc2coc3c(C)c(C)ccc23)cc1	-5%	10%[76.3 µM]
Cc1ccc(-c2nc3c(cnn3-c3ccccc3)c(=O)n2-c2cccc(Cl)c2)cc1	0%	-10%[76.3 µM]
CCc1ccc(NC(=O)Cn2c(=O)n(CCC(=O)NCCc3ccc(OC)c(OC)c3)c(=O)c3ccccc32)cc1	-6%	10%[76.3 µM]
CCN(CC)c1ccc(C2C(C(N)=O)=C(C)Nc3nc(SCc4ccccc4Cl)nn32)cc1 (configuration not stated)	5%	4%[76.3 µM]
CCC(C)NC(=O)c1cc(-c2cccc(OC)c2)on1 (configuration not stated)	11µM*	10%[76.3 µM]
COc1ccccc1C(=O)n1nc(-c2ccco2)nc1NCc1ccc(Cl)cc1	4%	10%[76.3 µM]
O=C(CCCn1c(=O)c2ccccc2n(CC(=O)Nc2cccc(Cl)c2)c1=O)NCc1ccc2c(c1)OCO2	5%	10%[76.3 µM]
COc1cc(C2C=C(C(=O)O)Nc3ncnn32)ccc1O (configuration not stated)	-9%	?
Nc1cc(=O)nc(SCC(=O)Nc2ccc(F)cc2)n1-c1cccc(Cl)c1	5%	-1%[76.3 µM]
COc1ccc(NC(=O)c2c(NC(=O)COc3ccc(Cl)cc3)sc3c2CCCCC3)cc1	-19%	-14%[76.3 µM]
Cc1ccccc1C(=O)N1CCCCC1CCN1CCCCC1 (configuration not stated)	-5%	-18%[76.3 µM]
O=C(Oc1ccccc1F)c1nc(SCc2ccc(F)cc2)ncc1Cl	8%	14%[76.3 µM]
COc1cccc2c1cc1c(=O)n(CC(=O)N3CCN(c4cccc(C)c4C)CC3)nc(C)n12	-3%	18%[76.3 µM]
Cc1ccc2cccc(NC(=O)c3ccc(-c4ccc(Cl)cc4Cl)o3)c2n1	11%	14%[76.3 µM]
CCC1=C(c2ccc(C)cc2)S(=O)(=O)N=C1N1CCC(C(=O)NCCc2ccc(Cl)cc2)CC1	-65%[inhibitor]	7%[76.3 µM]
CCC(=O)N1CCc2cc(S(=O)(=O)CCC(=O)NCc3ccccc3OC)ccc21	-1%	-11%[76.3 µM]
COC(=O)C(CCSC)NC(=O)c1cc2c(n(-c3ccc(Cl)cc3)c1=O)CCCC2=O (configuration not stated)	-6%	17%[76.3 µM]

Single values from above.
For GAA glycogen mod, Cc1ccccc1C(=O)N1CCCCC1CCN1CCCCC1 (configuration not stated) reads -18%[76.3 µM]
For GAA glycogen mod, CCN(CC)c1ccc2cc(-c3nnc(-c4cccc(Cl)c4)o3)c(=O)oc2c1 reads 13%[76.3 µM]
For SMN2 splice up, CCCCOC(=O)c1ccc(-n2nnc3c(sc4nc(C)cc(C)c43)c2=O)cc1 reads 18%
For SMN2 splice up, CCc1ccc(NC(=O)Cn2c(=O)n(CCC(=O)NCCc3ccc(OC)c(OC)c3)c(=O)c3ccccc32)cc1 reads -6%
For SMN2 splice up, COc1ccccc1NC(=O)CSc1nc2c(oc3ccccc32)c(=O)n1-c1ccc(C)cc1 reads -8%

Later entries:
SMILES	SMN2 splice up	GAA glycogen mod
COc1cccc(-c2nc(S(=O)(=O)c3ccccc3)c(N3CCCCC3)o2)c1	-3%	-10%[76.3 µM]
Cc1cccc(CC(=O)Nc2c(C(=O)Nc3cccc(F)c3)oc3ccccc23)c1	9%	?
COC(=O)COc1ccc2oc(-c3ccc(OC)cc3)cc(=O)c2c1	22%	15%[76.3 µM]
CCc1nc2ccccc2n1CCCCOc1ccccc1C	-28%	9%[76.3 µM]
O=C(NCc1ccccc1)C(=O)Nc1ccc2nc3n(c(=O)c2c1)CCCCC3	11%	15%[76.3 µM]
COc1ccc(Cl)cc1NC(=O)C1CCN(S(=O)(=O)c2ccc(F)cc2)CC1	-5%	9%[76.3 µM]
CCOC(=O)c1cnc2c(OC)cccc2c1Nc1cccc(O)c1	-1%	-2%[76.3 µM]
COc1ccc(C(=O)Nc2nnc(C(C)C)s2)cc1OC	28%	15%[76.3 µM]
Cc1ccc2sc(-c3ccc(N)cc3)nc2c1	0.63µM*	13%[76.3 µM]
Cc1ccc2c(=O)cc(C(=O)Nc3ccc(S(=O)(=O)N4CCC(C)CC4)cc3)oc2c1C	3%	2%[76.3 µM]
COc1ccc(CCNC(=O)CCc2c(C)nc3c(c(C)nn3-c3ccc(C)cc3)c2C)c(OC)c1	1%	-22%[76.3 µM]
O=C(Cn1c(=O)n(Cc2ccc3c(c2)OCO3)c(=O)c2ccccc21)Nc1cccc(Cl)c1	7%	-1%[76.3 µM]
Cc1c(C(=O)NCc2ccc(Cl)cc2)oc2ccc3c(c12)C(=O)CC(C)(C)O3	26%	5%[76.3 µM]
